Imprint erasure: genomic imprint erasure induction; mouse ES Peg3-LacZ reporter, beta-gal luminescence, 40 h; AID 1948; actives 0.02% (n = 110,000); Potency, µM (series often up to 60.7 µM), for inactives: at the highest dose activity change, positive = activation, usual class: activators;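 further: 0% = negative control wells on the plate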
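Each well holds 300 Peg3LacZ-Neo (maternal) female ES cells incubated 40 h at 37C, 5% CO2. LacZ is measured by BetaGlo luminescence, with AC50 and maximum efficacy derived from dose-response curves.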
p53ts 32C kill: kills p53ts cells at the permissive temperature; H1299-p53A138V at 32C, ATP luminescence viability, 24 h; Potency, µM (top dose mostly 46.1 µM), inactives show top-dose activity change, negative = cytotoxicity, most hits filed as cytotoxic; actives 0.93% (n = 130,000);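 further: 0% = DMSO and -100% = full killing by reference compound; nearly all actives have a fitted effect of over 55% in size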
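ATP-content luminescence (ATPlite) read-out after 24 h compound exposure at 32C in H1299-p53A138V cells (600/well). Tested up to 46 uM. Normalized to DMSO (0%) and 100 uM tamoxifen (100% killing); Hill-fit AC50.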
p53ts 39C kill: p53ts cell cytotoxicity, nonpermissive temperature; H1299-p53A138V viability at 39C, ATP luminescence, 24 h; Potency, µM (titrated, usually from 46.1 µM), for inactives: top-dose activity change, negative = cell killing, most hits filed as cytotoxic; actives 1.5% (n = 130,000); AID 902; further: nearly all actives have a fitted effect of over 55% in size
IkB sig inh: suppresses IkB signaling in ABC-DLBCL reporter cells | ABC-DLBCL IkBa-CBG/CBR dual luciferase ratio, 4 h; response scale: scaled: untreated 0%, proteasome inhibitor 100% | Potency, µM (titrated, usually from 57.1 µM), for the others: top-dose IkBa stabilization activation | actives 0.04% (n = 110,000) | AID 445; active means well fitted curve in the direction sought with a large enough effect in the signal ratio, not every such curve was filed as active; inconclusive means small, poorly fitted or top-dose-only effect, or a change in a side signal; the % refers to the signal ratio;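 further: the direction sought is a rising ratio; 0% = basal untreated cells and 100% = reference inhibitor full response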
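Curves were fitted separately to fusion (green), unfused (red) and ratio luminescence, then classed by r2, magnitude and activity. Cells: OCI-Ly3, 4 h compound plus doxycycline at 37C; 10 uM MG-132 defined full response.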
An asterisk follows results filed as active; ? = inconclusive; . = not tested or not shown; [ ] = remark or other dose. Unless noted, the call rests on the fitted dose curve; in most records, active means well fitted curve in the direction sought with a large enough effect; inconclusive means small, poorly fitted or top-dose-only effect, or another doubt; inactive means no such curve, though single readings can be large; an effect the other way counts as inactive or inconclusive. Unless noted, on the % scale 0 is the no-effect control and ±100 the full control effect; potency means the concentration at half of the fitted maximal effect.

Results follow in this order: p53ts 39C kill	p53ts 32C kill	Imprint erasure	IkB sig inh
COc1cc(O)c2c(c1)C(=O)c1cc(C)cc(O)c1C2=O
→ -2.6%	-8.7%	-6.9%	.
O=C(Nc1c(-c2ccccc2)nc2c(Br)cc(Br)cn12)c1ccco1
→ 9.4%	-1.1%	-5.5%	3.3%
O=C1C2C(C(=O)N1Cc1cccnc1)C1C=CC2C12CC2 (stereo unspecified)
→ -4.1%	0.2%	-2.5%	0.0%
CCOC(=O)/C=C1\SCC(=O)N1CC(O)CN1C(=O)CS/C1=C\C(=O)OCC
→ 17.3%	2.4%	4.0%	0.5%
CCOC(=O)c1c(C)[nH]c(C)c1S(=O)(=O)N1CCC(C(=O)NCc2cccc(OC)c2)CC1
→ 7.1%	2.0%	-3.0%[10.9 µM]	-0.9%
O=C(NCc1ccc(Cl)cc1)C1CCN(S(=O)(=O)c2cc([N+](=O)[O-])ccc2Cl)CC1
→ 30.1%	-19.8%	.	.
CCc1ccc(N(CC)C(=O)CCn2cnc3onc(-c4ccc(F)cc4)c3c2=O)cc1
→ -25.6%	17.5%	-10.2%[10.9 µM]	-3.0%
O=S(=O)(Nc1cccc(-c2ccc(N3CCCCCC3)nn2)c1)c1ccc(F)cc1
→ -35.1%	?	-9.4%[10.9 µM]	-1.4%
CCN(CC)CC(=O)Nc1c(Br)ccc2c1OCO2
→ 5.7%	-3.6%	-5.2%	?
COC(=O)COc1ccc(Oc2cc(C)nc(SC)n2)nn1
→ 4.2%	3.7%	-12.7%	-5.8%
CC(C=O)Cc1ccc(C(C)(C)C)cc1 (stereo unspecified)
→ -2.6%	?	-0.3%	-0.2%
Cc1ccc(CNC(=O)CSc2ccc(-c3sc(-c4ccccc4)nc3C)nn2)cc1
→ 1.6%	-0.2%	-10.8%[10.9 µM]	0.2%
CC1CCc2c(sc3nc(-c4cc5ccccc5oc4=O)nc(Cl)c23)C1 (stereo unspecified)
→ 20.7%	9.8%	-1.3%[10.9 µM]	-3.4%
O=C(NC1CCN(C(=O)Nc2ccccc2)CC1)C1CCCCC1
→ -17.0%	8.9%	-1.3%	0.9%
Cc1ccc(CNC(=O)[C@H]2C[C@@H]2[C@H](NP(=O)(c2ccccc2)c2ccccc2)c2ccccc2)c(F)c1F
→ -17.0%	-7.2%	-10.1%	.
CCOC(=O)C1C2C=CC3(CN(c4ccccc4CC)C(=O)C13)O2 (stereo unspecified)
→ -7.6%	1.5%	2.9%	0.0%
CCOC(=O)CSC1=Nc2ccccc2C2=NC(CC(=O)NCc3ccc4c(c3)OCO4)C(=O)N12 (stereo unspecified)
→ -7.1%	-3.0%	-12.9%	-1.6%
CN(Cc1ccccc1)c1nc2c(c(=O)[nH]c(=O)n2C)n1CCSc1nc2ccccc2[nH]1
→ 12.4%	5.1%	-10.9%	2.5%
COc1cccc(CNC(=O)Cn2c(=O)oc3ccccc32)c1OC
→ 3.5%	-2.0%	-8.7%	-1.1%
CCc1ccc(NC(=O)C2CCN(c3nnc(-n4c(C)ccc4C)s3)CC2)cc1
→ -15.1%	-1.3%	4.2%[10.9 µM]	3.8%
N#Cc1nc(COc2cccc(Cl)c2)oc1N1CCCC1
→ -11.7%	-8.1%	-15.0%	0.1%
CCOC(=O)c1ccccc1NC(=O)CN1C(=O)CC(c2ccccc2)Sc2ccccc21 (stereo unspecified)
→ -7.1%	3.9%	-16.0%[10.9 µM]	?
Cc1cccc(S(=O)(=O)c2c(N)n(/N=C/c3ccco3)c3nc4ccccc4nc23)c1
→ 10.0%	22.1%	-17.7%	1.0%
CCn1c(=O)c2cc(C(=O)N(C)c3cc(C)ccc3C)sc2c2ccccc21
→ 9.1%	9.2%	-4.0%[10.9 µM]	?
Cc1c(CCC(=O)NCc2cccc(Cl)c2)c(=O)oc2c(C)c(O)ccc12
→ ?	4.5%	-4.8%[10.9 µM]	-1.8%
CC(=O)Nc1ccc(C(=O)CSc2nnc(-c3ccc(O)cc3)n2CC2CCCO2)cc1 (stereo unspecified)
→ -7.1%	-5.4%	-7.1%	2.5%
Cc1ccc(-c2nc(-c3cccs3)c(-c3cccs3)[nH]2)cc1
→ -7.2%	-8.8%	-10.7%[10.9 µM]	?
COc1ccc(CNc2nc3c(c(=O)[nH]c(=O)n3C)n2CCCc2ccccc2)cc1
→ -1.4%	2.2%	-2.5%	-1.3%
Cc1ccc2oc(C(=O)Nc3ccc(S(=O)(=O)N(C)c4ccccc4)cc3)cc(=O)c2c1
→ 7.4%	-1.2%	-2.5%[10.9 µM]	-1.1%
CC(=O)Nc1cccc(-c2cnc3ccccc3n2)c1
→ ?	?	-49.6%[inhibitor]	-0.1%
CCOc1ccccc1NC(=O)CSc1nc2c(oc3ccccc32)c(=O)n1C(C)C
→ -5.9%	1.8%	-9.6%[10.9 µM]	?
Cc1cc(C(=O)N2CCN(c3ccccn3)CC2)c(C)o1
→ -3.2%	-0.5%	.	.
COc1ccccc1N(CC(=O)Nc1ccccc1F)S(C)(=O)=O
→ 20.5%	9.3%	11.2%[10.9 µM]	?
O=C(CCNS(=O)(=O)c1cccc2nsnc12)NCCc1ccccc1
→ -0.6%	7.1%	-22.2%	-0.9%
c1ccc(Nc2c3c(nc4ncnn24)CCC3)cc1
→ -5.7%	-4.8%	-7.4%	-2.0%
CC(SC1CCCC1)C(=O)NC(C)(C#N)C(C)C (stereo unspecified)
→ -5.9%	4.1%	-8.1%	0.2%
CCC1CCCCN1CCCNC(=O)c1ccc2c(c1)N(Cc1cccc(Cl)c1)C(=O)c1ccccc1S2(=O)=O (stereo unspecified)
→ -7.0%	-14.9%	-12.3%[10.9 µM]	?
CCNC(=O)CSc1nnc(-c2ccccc2Br)n1-c1cccc(C(F)(F)F)c1
→ -24.8%	3.8%	.	.
Cc1[nH]c(N)nc(=S)c1CCCNc1ccccc1
→ 13.2%[9.22 µM]	10.1%[9.22 µM]	-12.5%[10.9 µM]	0.0%[11.4 µM]
CCc1ccccc1NC(=O)Cn1nnc2sc3c(c2c1=O)CCC(C(C)(C)C)C3 (stereo unspecified)
→ ?	4.5%	-14.2%[10.9 µM]	?

Single entries from the results shown.
Result of CC(=O)Nc1cccc(-c2cnc3ccccc3n2)c1 in IkB sig inh: -0.1%
Result of CCNC(=O)CSc1nnc(-c2ccccc2Br)n1-c1cccc(C(F)(F)F)c1 in p53ts 32C kill: 3.8%

The list goes on:
Results follow in this order: p53ts 39C kill	p53ts 32C kill	Imprint erasure	IkB sig inh
CCOc1ccc(CCNC(=O)Cn2ccc3cc(S(=O)(=O)N4CCCCCC4)ccc32)cc1
→ ?	-2.4%	-10.3%[10.9 µM]	?
O=S(=O)(NCCc1csc(-c2ccc(F)cc2)n1)c1ccc(Cl)cc1
→ -13.0%	-18.1%	-9.3%[10.9 µM]	?
O=C(O)Cn1nnnc1SCC(=O)Nc1ccc(OC(F)(F)F)cc1
→ -7.1%	-4.4%	-11.5%	-0.2%
c1nc(N2CCNCC2)c2sc3nc(N4CCOCC4)c4c(c3c2n1)CCC4
→ -5.7%	-1.0%	-18.9%	5.5%
CC(=O)N1CCc2cc(Br)cc(S(=O)(=O)NCCCN3CCC(C)CC3)c21
→ 2.4%	5.3%	-5.9%	-0.5%
CCOC(=O)c1cc2sc(C)cc2n1CC(=O)NCc1ccc(F)cc1
→ ?	-6.4%	-2.9%	1.6%
Cc1ccc(-n2ncc3c(NCCC4=CCCCC4)ncnc32)cc1
→ -12.7%	4.1%	13.8%[10.9 µM]	-1.8%
CCCC(=O)Nc1c2c(nn1-c1ccc(OC)cc1)CS(=O)(=O)C2
→ 3.2%	2.6%	4.7%	-0.8%
COc1ccccc1CNC(=O)C(=O)NCC(c1ccc2c(c1)OCO2)N1CCOCC1 (stereo unspecified)
→ -22.4%	-4.5%	2.1%[10.9 µM]	5.8%
CCCc1nccn1S(=O)(=O)c1cc(Br)ccc1OC
→ 21.0%	-4.8%	?	-1.0%
Cc1ccc(S(=O)(=O)c2nc(-c3cccs3)oc2SCC(=O)Nc2cc(C)cc(C)c2)cc1
→ ?	?	-10.4%[10.9 µM]	?
COc1ccccc1-c1nnc(SCCOc2ccccc2C)o1
→ 6.3%	-1.4%	-9.4%[10.9 µM]	?
O=S1(=O)Nc2c(ccc3cccnc23)-c2ccccc21
→ -17.9%	16.1%	-32.3%[inhibitor]	0.794µM*
Cc1nnc(N2CCCC(C(=O)Nc3ccccc3C(F)(F)F)C2)c2nn(-c3ccccc3)c(C)c12 (stereo unspecified)
→ -25.0%	-1.7%	-11.8%[10.9 µM]	?
CN(C(=O)c1c(Cl)nc2sccn12)C1CCCCC1
→ 9.1%	6.2%	-9.1%	0.6%
O=C(CN1N=C(c2ccccc2)CCC1=O)NCc1ccc(F)cc1Cl
→ ?	0.6%	-7.9%[10.9 µM]	?
c1ccc2c(CNc3ccc(CNc4ncn[nH]4)cc3)cccc2c1
→ 14.4%	-12.2%	.	.
COc1ccc(N2CCN(CCCNC(=O)c3ccc4nc(N5CCCCC5)sc4c3)CC2)cc1
→ 2.3%	-15.8%	-15.6%[10.9 µM]	?
Cc1csc(SCC(=O)Nc2cccc3nsnc23)n1
→ -1.4%	-1.0%	-17.9%	3.8%
COC(=O)CCc1sc(Nc2ccc(OC)cc2)nc1-c1ccc(OC)cc1
→ -16.5%	3.7%	-11.4%[10.9 µM]	0.0%
COC(=O)c1nc(NC(=O)c2ccc(Cl)cc2)n[nH]1
→ 2.8%	-2.5%	-4.2%	1.2%
Cc1ccc(-c2cn(-c3ccc(Cl)cc3)c(S(=O)(=O)CC(=O)Nc3ccccc3)n2)cc1
→ 8.6%	-5.4%	-5.1%[10.9 µM]	?
CCCC1(C(=O)O)NC(c2ccc(OC)cc2O)C2C(=O)N(c3ccc(OC)cc3)C(=O)C21 (stereo unspecified)
→ 1.4%	3.2%	0.5%	0.1%
COCCNC(=O)C(c1ccc(C)o1)N(CC1CCCO1)C(=O)Cn1nnc2ccccc21 (stereo unspecified)
→ 8.6%	15.8%	-3.5%	0.9%
Cc1nn(C)c2c1c(-c1ccccc1)cc(=O)n2Cc1ccc(Br)cc1F
→ -10.0%	0.4%	-12.2%[10.9 µM]	-0.4%
COC(=O)c1cc2sc(C)cc2n1Cc1nc(-c2ccc(C)cc2)oc1C
→ -15.5%	5.9%	-5.6%[10.9 µM]	-3.4%
O=C(CCCCn1c(=O)c2ccccc2n(CC(=O)Nc2ccc(F)cc2F)c1=O)NCc1ccccc1Cl
→ 6.5%	14.0%	-8.7%[10.9 µM]	0.2%
CCOC(=O)N1CCN(S(=O)(=O)c2ccc3c(c2)SC(C)C(=O)N3)CC1 (stereo unspecified)
→ 1.8%	-2.7%	-19.6%	6.8%
Cc1ccc2onc(CNC(=O)NCc3ccccc3)c2c1
→ -15.3%	-1.4%	-11.0%[10.9 µM]	-0.8%
CCN(CC)S(=O)(=O)c1ccc2c(c1)N(CC(=O)Nc1ccc(F)cc1F)C(=O)C1CCCN21 (stereo unspecified)
→ -13.9%	3.1%	-3.9%[10.9 µM]	?
O=C(O)CS(=O)(=O)c1ccc(Oc2ccc(S(=O)(=O)CC(=O)O)cc2)cc1
→ -2.1%	0.5%	-7.5%	0.6%
CN(C)S(=O)(=O)c1ccc(C(=O)NCc2cccs2)cc1
→ -4.3%	-7.5%	-8.0%	0.2%
COc1ccc(S(=O)(=O)n2c(CCN3CCOCC3)nc3ccccc32)cc1
→ -6.1%	2.4%	-9.6%	-0.5%
COc1ccc(Cn2ccc3nc(C)c(C(=O)NCc4ccc(OC)cc4OC)cc3c2=O)cc1
→ -4.8%	2.2%	10.6%[10.9 µM]	-0.1%
COc1cc2c(cc1OC)/C(=C/C(=O)N1CCOCC1)NC(C)(C)C2
→ -4.6%	11.4%	-19.2%	-1.9%
CCOc1ccccc1NC(=O)CSc1nccn1Cc1ccc(F)cc1
→ -29.2%	-0.4%	-9.8%[10.9 µM]	-0.7%
COc1ccc(NC(=O)CN2CCN(c3nc(-c4cccc(OC)c4)cs3)CC2)cc1
→ 1.4%	-12.8%	.	.
CCCCOC(=O)n1c(=O)oc2cc(S(=O)(=O)N3CCCCC3)ccc21
→ -2.2%	44.3%[activator]	-12.4%	?
CCOc1ccc2c(c1)C(c1ccc(C)cc1)=NNC(c1ccc(C)cc1)=N2
→ 1.4%	-7.8%	.	.
CCOC(=O)c1ccccc1NC(=O)CSc1nc(=O)[nH]c2c1CCC2
→ 0.5%	-3.6%	2.6%[10.9 µM]	?

Assay outcomes: PubChem BioAssay, National Center for Advancing Translational Sciences (NCATS)
